BLM inh: Bloom syndrome helicase (human) inhibition | AID 2528 | 0.2% of 350,000 active | P54132 | Potency, µM (series often up to 56.1 µM), for the others: at the highest dose activity change, negative = inhibition, hits mostly inhibitors | recombinant BLM DNA unwinding, fluorescence dequenching;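 note: potency is the fitted concentration of half-maximal effect; plate controls were vehicle for no effect and no enzyme for full effect; nearly all actives have a fitted effect of over 35% in size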
Anesthetic bind: binds horse apoferritin like a general anesthetic; apoferritin/1-aminoanthracene competitive binding, fluorescence; 0.074% of 350,000 active; P02791; Potency, µM (top dose mostly 77.5 µM), without a hit: at the highest dose activity change, negative = displacement, actives largely listed as inhibitors; note: potency is the fitted concentration of half-maximal effect; % is set by controls: 0 for no effect and ±100 for the full control effect; nearly all actives have a fitted effect of over 20% in size
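In PBS, apoferritin at 10 uM is loaded with 1-AMA from a 50% saturated solution. After 10 min of compound exposure at ambient temperature, reduced 535 nm fluorescence indicates probe displacement.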
Pol kappa inh: DNA polymerase kappa (human) inhibition | purified Pol kappa, fluorescent DNA synthesis assay, 10 min | Potency, µM (doses to about 107 µM), for the others: at the top dose activity, negative = inhibition, usual class: inhibitors | 0.53% of 400,000 active | AID 588579; note: potency is the fitted concentration of half-maximal effect; % is set by controls: 0 for no effect and ±100 for the full control effect
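Readout: fluorescence, taken kinetically at 0 and 10 min. Conditions: 10 nM Pol kappa, 15 min RT compound preincubation, 50 nM substrate final. Controls: enzyme-free buffer wells.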
POLI inh: blocks human DNA polymerase iota activity. Q9UNA4. Pol iota fluorescent replication assay, 10 min. Potency, µM (series often up to 115 µM), without a hit: at the top dose activity, negative = inhibition, usual class: inhibitors. 1% of 390,000 active. AID 588590; note: potency is the fitted concentration of half-maximal effect
Target sequence (Q9UNA4 whole entry, looked up): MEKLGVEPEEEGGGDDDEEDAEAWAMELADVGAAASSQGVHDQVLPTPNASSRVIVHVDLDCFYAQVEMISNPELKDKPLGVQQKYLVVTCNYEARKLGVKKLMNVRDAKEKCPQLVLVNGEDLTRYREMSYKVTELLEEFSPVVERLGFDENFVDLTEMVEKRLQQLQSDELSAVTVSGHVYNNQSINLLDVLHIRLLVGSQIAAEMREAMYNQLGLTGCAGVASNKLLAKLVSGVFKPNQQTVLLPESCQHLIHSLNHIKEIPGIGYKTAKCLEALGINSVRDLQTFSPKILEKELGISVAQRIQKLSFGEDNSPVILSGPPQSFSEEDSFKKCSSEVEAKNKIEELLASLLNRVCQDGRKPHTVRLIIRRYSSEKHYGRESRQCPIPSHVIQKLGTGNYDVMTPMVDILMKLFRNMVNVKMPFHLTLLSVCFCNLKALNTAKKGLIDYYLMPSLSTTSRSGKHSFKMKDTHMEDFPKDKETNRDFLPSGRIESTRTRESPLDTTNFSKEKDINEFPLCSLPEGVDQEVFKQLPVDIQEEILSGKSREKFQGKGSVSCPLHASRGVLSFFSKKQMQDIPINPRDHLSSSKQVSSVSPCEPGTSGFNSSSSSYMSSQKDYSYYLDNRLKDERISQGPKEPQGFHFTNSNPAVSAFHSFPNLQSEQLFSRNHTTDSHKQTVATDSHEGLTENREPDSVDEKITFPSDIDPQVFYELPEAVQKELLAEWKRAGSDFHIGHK
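Fluorescent replication assay read twice, at 0 min and 10 min after adding 50 nM (final) substrate. Enzyme (10 nM) and compounds were first incubated 15 min at room temperature; enzyme-free buffer wells were negative controls.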
GRP78 ERSR act: ER stress response induction in glioma; Potency, µM, for inactives: at the top dose activation, hits mostly activators; U87-MG GRP78 promoter luciferase reporter, 16 h; 0.02% of 420,000 active; note: potency is the fitted concentration of half-maximal effect; series mostly up to about 76 µM; % of control where 0% means no effect; nearly all actives have a fitted effect of over 35% in size
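Stably transfected U87-MG glioma cells carrying a GRP78-based luciferase sensor; 16 h compound incubation. Luminescence end-point read 10 min after Bright-Glo addition at room temperature.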
POLH inh: inhibitors of human DNA polymerase eta; Q9Y253; recombinant Pol eta, fluorescent DNA replication assay; Potency, µM (top dose mostly 114 µM), inactives show top-dose activity change, negative = inhibition, most hits filed as inhibitors; 1.2% of 390,000 active; AID 588591; note: potency is the fitted concentration of half-maximal effect; % is set by controls: 0 for no effect and ±100 for the full control effect
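Pol eta (10 nM) was preincubated with compounds for 15 min at room temperature, after which fluorescent replication substrate (50 nM final) was added to start the reaction. Fluorescence was read kinetically at 0 and 10 min.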
LDHA inh: blocks human lactate dehydrogenase A; P00338; AID 1347041; activity change, % (values are at about 110 or 230 µM); purified LDHA, NADH/diaphorase-resazurin fluorescence; active compounds read low; 0.15% of 480,000 active; in the data active = activity change below about -30%; inconclusive = mostly about -25% to -30%;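 note: plate controls were DMSO wells for no effect and wells without enzyme for full effect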
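Enzyme activity of human lactate dehydrogenase 5 (2 nM; 0.06 mM NADH, 0.2 mM pyruvate, 5 min, RT) is measured via a resazurin/diaphorase fluorescence readout of residual NADH.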
POLB inh: inhibitors of human DNA polymerase beta | P06746 | Pol beta primer extension/strand displacement, fluorescence kinetic | Potency, µM (highest dose often 114 µM), for inactives: at the highest dose activity change, negative = inhibition, hits mostly inhibitors | 1.3% of 340,000 active | AID 485314; note: potency is the fitted concentration of half-maximal effect; % is set by controls: 0 for no effect and ±100 for the full control effect
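Kinetic readout of DNA synthesis with strand displacement by Pol beta. Compound and 10 nM enzyme sit 15 min at room temperature; 50 nM substrate starts the reaction, read immediately and at 10 min.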
APEX1 inh: blocks human APE1 abasic DNA cleavage; Potency, µM (series often up to 65.8 µM), inactives show at the highest dose activity change, negative = inhibition, usual class: inhibitors; AID 2517; recombinant APE1, TAMRA/BHQ-2 abasic DNA cleavage fluorescence; P27695; 0.35% of 350,000 active;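 note: potency is the fitted concentration of half-maximal effect; plate controls were vehicle for no effect and reference inhibitor for full effect; nearly all actives have a fitted effect of over 55% in size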
Target sequence (P27695 whole entry, looked up): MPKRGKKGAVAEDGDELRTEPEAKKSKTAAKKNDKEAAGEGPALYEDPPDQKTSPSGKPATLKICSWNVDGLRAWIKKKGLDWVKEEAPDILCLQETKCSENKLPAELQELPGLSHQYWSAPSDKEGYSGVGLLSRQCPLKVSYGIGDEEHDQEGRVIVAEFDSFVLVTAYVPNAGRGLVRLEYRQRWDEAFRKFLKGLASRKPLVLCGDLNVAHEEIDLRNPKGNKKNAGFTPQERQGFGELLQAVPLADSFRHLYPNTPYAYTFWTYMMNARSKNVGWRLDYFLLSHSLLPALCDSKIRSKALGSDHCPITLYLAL
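Endonuclease cleavage of a quenched abasic-site DNA duplex (50 nM) by APE1 (0.75 nM) was tracked by TAMRA dequenching. Compounds were preincubated with enzyme 15 min at room temperature; data normalized to buffer-only and DMSO wells plus NSC13755 control.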
* marks the source's active call; other numbers are inactive results; ? = inconclusive; . = not tested or not shown; & = joins results of further samples; [ ] = dose if it differs, or a comment. Unless noted, calls come from the whole dose curve; as a rule, active = well fitted curve in the direction sought with a large enough effect; inconclusive = small, poorly fitted or top-dose-only effect, or another doubt; inactive = no such curve, though single readings can be large; an effect the other way counts as inactive or inconclusive. This is a subset; count on the stated rates, not on these rows.

entry	molecule	BLM inh	Anesthetic bind	Pol kappa inh	POLI inh	GRP78 ERSR act	POLH inh	LDHA inh	POLB inh	APEX1 inh
1	Cc1cc(S(=O)(=O)NC2CCCCC2)c(C)s1	-0.8%	?	-20.9%	2.0%	-5.3%	-1.3%	-3.2	4.3%	-1.3%
2	O=C(CSc1ccccc1)Nc1ccccc1C(=O)O	-6.4%	-20.8%	-15.6%	7.6%	0.0%	6.6%	-4.7	40.1%	-4.2%
3	O=C(CCSc1nc(-c2ccco2)cc(C(F)(F)F)n1)NCc1ccccn1	-2.9%	1.8%	-1.6%	-7.6%	2.2%	-9.5%	-1.0	0.7%	-4.8%
4	C=CCn1c(SCC(=O)c2ccc(Br)cc2)nnc1C(C)NC(=O)Cc1ccc(OC)cc1 (stereo not given)	-0.7%	-9.9%	0.2%	1.7%	-3.6%	-11.2%	-0.8	-1.4%	6.2%
5	COC(=O)c1c(-c2ccc(SC)cc2)sc2ccc(OC)cc12	.	.	-4.2%	-13.7%	2.4%	-25.9%	-9.6	.	-2.2%
6	O=C(CCC(=O)N1CCOc2ccccc21)NCc1cccs1	0.3%	25.7%	2.3%	0.3%	-0.1%	-0.3%	-2.7	29.1%	.
7	COc1cc(/C=N\NC(=O)c2ccc(Cn3cc(Br)c([N+](=O)[O-])n3)o2)cc(OC)c1O	-4.0%	-10.7%	-4.3%	15.9%	-4.5%	1.7%	-8.4	-24.0%	4.1%
8	CCCn1c(C(C)Nc2nc(-c3ccc(C)cc3)cs2)nc2ccccc21 (stereo not given)	-9.6%	?	-0.5%	2.7%	0.1%	-10.0%	1.0	2.3%	-12.6%
9	COC(=O)c1cc(NC(=O)C23CCC(C)(C(=O)O2)C3(C)C)cc(C(=O)OC)c1 (stereo not given)	-2.0%	-2.1%	-14.3%	21.5%	-6.9%	-10.9%	-5.0	29.1%	-6.7%
10	Cc1cccn2c(=O)c(C=O)c(N3CCN(c4ccccc4)CC3)nc12	-9.8%	?	-3.8%	79.6%[activator]	-5.0%	-27.7%	-2.5	-0.3%	-4.2%
11	COCCCNC(=O)/C(C#N)=C/c1ccc(OCC(=O)O)c(OC)c1	-0.1%	-5.3%	22.4µM*	10µM*	-6.0%	2.51µM*	15.7	3.55µM*	-0.1%
12	CN1CCN(c2ccc([N+](=O)[O-])cc2C(=O)N2CCOCC2)CC1	0.4%	-16.2%	-9.8%	10.9%	-6.2%	1.3%	-4.1	1.4%	-0.1%
13	Cc1noc(C(=O)NCc2ccccc2)c1Cl	-2.6%	?	-13.2%	?	-2.1%	-13.6%	-5.2	-1.1%	10.5%
14	O=C(O)CNC(=S)N(Cc1ccccc1F)C1CCCCC1	5.0%	-4.1%	-6.3%	28.7%	-1.9%	-20.1%	-2.2	5.0%	8.0%
15	Cc1ccc(NC(=O)COC(=O)c2cc(-c3cccs3)nn2-c2ccccc2)cc1[N+](=O)[O-]	-3.2%	?	-8.5%	20.1%	0.0%	?	-0.7	4.1%	0.2%
16	OCC[C@@H]1NCc2cc(CO)cc(-c3ccccc3)c21	.	.	-0.2%	12.1%	-0.3%	-22.4%	3.2	.	.
17	CCC(C)(C(=O)NC1CCCCC1)N(C(=O)CC1NC(=O)NC1=O)c1c(C)n(C)n(-c2ccccc2)c1=O (stereo not given)	-19.2%	1.6%	-1.6%	267.3%[activator]	-1.5%	-17.2%	-12.4	2.6%	-2.0%
18	C#CCSc1nnc(-c2sc3ccccc3c2Cl)o1	-0.6%	-22.2%	-3.7%	17.6%	-1.9%	-21.2%	-4.9	-20.1%	0.6%
19	NC(=O)CN1CCCN(S(=O)(=O)c2ccc(Br)cc2)CC1	-3.0%	-7.2%	-11.2%	22.8%	-5.8%	-9.0%	-5.8	30.9%	-13.9%
20	Cc1cccc(N2CCN(c3ncnc4c3nc3n4CCCCC3)CC2C)c1 (stereo not given)	-3.6%	-16.3%	-10.2%	23.9%	-10.0%	-19.9%	-13.8	5.6%	.
21	O=C(O)C1CCCN(S(=O)(=O)c2cccc3cccnc23)C1 (stereo not given)	1.2%	-2.4%	2.8%	-5.6%	-2.2%	-4.8%	-2.1	1.4%	0.8%
22	CCCNC(=O)c1cccc(Cn2nc(C)c(Br)c2C)c1	-3.6%	-23.2%	-6.9%	-3.0%	-4.7%	-15.6%	-2.5	-23.6%	-3.0%
23	O=C(CSc1nc2ccccc2n1Cc1c(F)cccc1Cl)N1CCN(c2ccc(F)cc2)CC1	-2.2%	-6.7%	-6.2%	18.8%	3.1%	-19.5%	0.5	0.2%	.
24	CCN(/N=C/c1ccc(Cl)cc1)c1cc(=O)n(C)c(=O)[nH]1	-9.1%	-0.4%	-3.7%	-13.9%	0.3%	-20.4%	11.4	0.3%	0.8%
25	O=C(Cn1cccn1)c1ccccc1	-1.0%	-5.9%	3.2%	116.7%[activator]	-6.5%	-18.2%	-0.2	15.8%	0.9%
26	CCSc1nnc(NC(=O)c2cc(C)on2)s1	0.6%	-2.5%	-4.0%	-7.2%	6.8%	4.5%	-6.1	2.6%	4.8%
27	CCc1ccc2oc(-c3ccc(C)c(NC(=O)/C=C/c4ccco4)c3)nc2c1	-3.6%	-16.6%	-12.2%	-7.3%	.	.	3.0	?	.
28	O=C(CSc1ccc([N+](=O)[O-])cn1)Nc1cc(C(F)(F)F)ccc1N1CCOCC1	-6.3%	?	-16.2%	10.8%	-4.3%	-27.0%	-2.4	2.8%	20.4%
29	Cn1cnc2c1c(=O)n(Cc1c(Cl)cccc1Cl)c(=O)n2C	-0.6%	-1.1%	-2.1%	12.0%	0.0%	6.6%	-5.5	3.7%	-0.8%
30	CN(C)CCC(=O)c1ccc2c(c1)OCO2	-9.9%	-6.5%	0.6%	?	-15.4%	1.7%	-10.8	1.5%	4.0%
31	COc1ccc(-c2[nH]ncc2/C=C(/C#N)C(=O)NC2CCCCCC2)cc1	-8.0%	?	-12.6%	-9.9%	?	-11.5%	-4.4	22.6%	-5.3%
32	CC(=O)N=Cc1c(C)c(C#N)c(=O)n(C)c1O	-5.4%	-3.8%	-7.0%	14.4%	-5.9%	-10.8%	12.3	-2.0%	-3.6%
33	O=C(CN1CCN(Cc2ccccc2F)C1=O)NCCN1CCOCC1	2.3%	-1.7%	-15.0%	0.7%	-2.2%	-17.8%	-3.1	39.6%	-11.0%
34	COc1ccc(N2CCN(CCCNC(=O)c3cc(Nc4ccc(OC)cc4OC)nc4ccccc34)CC2)cc1	-2.2%	3.0%	-11.4%[60.1 µM]	-9.6%	-2.4%	-5.1%	-0.4	9.9%	.
35	Cc1ccc(NC(=O)CSc2nnc(-c3ccco3)c(-c3ccco3)n2)cc1	?	?	39.8µM*	11.2µM*	-4.0%	11.2µM*	6.2	14.1µM*	?
36	CCOC(=O)C(=O)Nc1c(C(=O)Nc2cccc(F)c2)oc2ccccc12	-1.0%	?	1.3%	29.2%	1.9%	-7.7%	0.4	-1.0%	.
37	Oc1[nH]c2ccccc2c1N=Nc1ccccn1	.	.	-6.5%	8.0%	4.1%	?	0.8	.	.
38	Cc1nnc(SCC(=O)NNC(=O)c2ccc(Cl)cc2)s1	0.7%	1.0%	-11.6%	98.5%[activator]	2.5%	-14.3%	-16.7	1.2%	75.5%[activator][12.4 µM]
39	COc1ccc(NC(=S)NCc2cccs2)c(OC)c1	-3.3%	4.7%	-5.3%[60.1 µM]	8.6%	0.1%	-19.9%	-4.1	0.9%	-0.4%
40	CN1CCN(NC(=O)c2ccccc2F)CC1	1.3%	-6.2%	-9.3%	-1.8%	1.2%	-3.6%	-7.2	10.9%	-3.5%
41	CCc1cn(S(=O)(=O)c2ccccc2OC)nc1N	0.8%	-17.8%	-5.3%	6.0%	3.5%	-14.1%	-4.7	0.4%	4.3%
42	Cc1ccc(-n2c(C)cc(C(=O)OCC(=O)N3CCOCC3)c2C)cc1	.	.	-5.4%	85.3%[activator]	0.2%	-20.7%	-3.3	.	14.5%
43	CCOC(=O)c1ccc(N=c2sc(C(=O)OC)cc(=O)n2CCCN2CCOCC2)cc1	-4.9%&-0.8%	-21.8%&-20.7%	-5.3%&6.8%	-1.7%&-26.1%	?	-15.2%&-10.7%	-0.1&0.6	-5.0%&24.7%	-2.6%&-2.7%
44	CCOC(=O)c1cnc2c(C)c(Cl)ccc2c1NCCc1ccc(OC)c(OC)c1	-6.5%	86.2%[activator]	3.6%	?	-2.0%	-18.0%	2.1	-0.1%	.
45	COC(=O)c1ccccc1NC(=O)N1CCN(c2ccccc2F)CC1	0.6%	-8.0%	1.2%	-5.9%	-2.7%	-14.6%	5.0	7.3%	3.5%

Part of the list above in order of molar mass, high to low:
entry	molecule	BLM inh	Anesthetic bind	Pol kappa inh	POLI inh	GRP78 ERSR act	POLH inh	LDHA inh	POLB inh	APEX1 inh
33	O=C(CN1CCN(Cc2ccccc2F)C1=O)NCCN1CCOCC1	2.3%	-1.7%	-15.0%	0.7%	-2.2%	-17.8%	-3.1	39.6%	-11.0%
29	Cn1cnc2c1c(=O)n(Cc1c(Cl)cccc1Cl)c(=O)n2C	-0.6%	-1.1%	-2.1%	12.0%	0.0%	6.6%	-5.5	3.7%	-0.8%
24	CCN(/N=C/c1ccc(Cl)cc1)c1cc(=O)n(C)c(=O)[nH]1	-9.1%	-0.4%	-3.7%	-13.9%	0.3%	-20.4%	11.4	0.3%	0.8%

Screening results from PubChem.
